POLH inh = qHTS for Inhibitors of Polymerase Eta | recombinant Pol eta, fluorescent DNA replication assay | Potency, µM (top dose mostly 114 µM), for the others: top-dose activity change, negative = inhibition, usual class: inhibitors | 390,000 tested, 1.2% active | AID 588591, 2011; also: % is scaled to controls: 0 for no effect and ±100 for the full control effect
Target sequence (Q9Y253 whole entry, looked up): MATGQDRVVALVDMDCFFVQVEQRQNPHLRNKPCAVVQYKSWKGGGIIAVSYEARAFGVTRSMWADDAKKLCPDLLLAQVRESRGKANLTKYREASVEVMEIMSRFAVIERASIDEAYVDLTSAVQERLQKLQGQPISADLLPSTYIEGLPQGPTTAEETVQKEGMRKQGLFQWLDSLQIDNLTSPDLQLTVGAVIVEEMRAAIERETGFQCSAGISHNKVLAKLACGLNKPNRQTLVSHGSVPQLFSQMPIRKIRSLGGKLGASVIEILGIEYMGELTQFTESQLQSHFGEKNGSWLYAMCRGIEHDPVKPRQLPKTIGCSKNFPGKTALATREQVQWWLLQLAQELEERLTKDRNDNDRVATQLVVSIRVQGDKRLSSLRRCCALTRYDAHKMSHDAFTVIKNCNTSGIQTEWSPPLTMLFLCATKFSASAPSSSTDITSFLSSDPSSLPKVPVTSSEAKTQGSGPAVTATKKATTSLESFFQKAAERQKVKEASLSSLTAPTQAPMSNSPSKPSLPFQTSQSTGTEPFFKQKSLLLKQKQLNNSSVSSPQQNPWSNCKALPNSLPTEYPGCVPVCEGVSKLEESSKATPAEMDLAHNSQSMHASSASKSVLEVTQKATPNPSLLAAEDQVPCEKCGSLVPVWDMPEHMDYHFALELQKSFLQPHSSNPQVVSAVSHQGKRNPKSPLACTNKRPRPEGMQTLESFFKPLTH
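Pol eta (10 nM) was preincubated with compounds for 15 min at room temperature, after which fluorescent replication substrate (50 nM final) was added to start the reaction. Fluorescence was read kinetically at 0 and 10 min.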
BAZ2B inh = qHTS Assay for Inhibitors of BAZ2B | Bromodomain adjacent to zinc finger domain protein 2B (Homo sapiens), Q9UIF8 | AlphaScreen BAZ2B-H3K14Ac peptide displacement | Potency, µM (highest dose often 114 µM), inactives show at the top dose activity change, negative = inhibition, most hits filed as inhibitors | 360,000 tested, 4.4% active; also: % is scaled to controls: 0 for no effect and ±100 for the full control effect; nearly all actives have a fitted effect of over 60% in size
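AlphaScreen displacement: compounds (up to 110uM) incubated 30 min at room temperature with a preformed 50 nM BAZ2B/50 nM biotinylated H3K14Ac peptide complex in PBS pH 7.4 with Tween-20. Donor and acceptor beads at 10 ug/mL final added, 20 min light-protected before reading.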
G9a inh = qHTS Assay for Inhibitors of Histone Lysine Methyltransferase G9a; Histone-lysine N-methyltransferase EHMT2 (Homo sapiens), Q96KQ7; AID 504332, 2011; G9a H3K9 monomethylation, AlphaScreen, 2 h; Potency, µM (top dose mostly 102 µM), without a hit: at the highest dose activity, negative = inhibition, usual class: inhibitors; 350,000 tested, 8.8% active; also: % is scaled to controls: 0 for no effect and ±100 for the full control effect; nearly all actives have a fitted effect of over 75% in size
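Signal arises when biotinylated H3K9 peptide, once monomethylated, bridges streptavidin donor and antibody-captured acceptor beads. Enzyme at 20 nM was preincubated 15 min with test compounds; peptide 500 nM and SAM 20 uM then reacted for 2 h.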
POLB inh = qHTS Assay for Inhibitors of DNA Polymerase Beta. P06746. Potency, µM (top dose mostly 114 µM), for inactives: at the highest dose activity change, negative = inhibition, actives largely listed as inhibitors. Pol beta primer extension/strand displacement, fluorescence kinetic. 340,000 tested, 1.3% active; also: % is scaled to controls: 0 for no effect and ±100 for the full control effect
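Preincubation: enzyme (10 nM) with compound, 15 min, RT. Reaction: substrate added to 50 nM final. Reads: 0 and 10 min. Analysis: normalized, Hill fit.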
POLI inh = qHTS for Inhibitors of Polymerase Iota | DNA polymerase iota (Homo sapiens), Q9UNA4 | Pol iota fluorescent replication assay, 10 min | Potency, µM (highest dose often 115 µM), without a hit: at the top dose activity, negative = inhibition, actives largely listed as inhibitors | 390,000 tested, 1% active | AID 588590, 2011
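Pol iota at 10 nM preincubated 15 min with compounds at room temperature; reaction started with fluorescent substrate, 50 nM final. Fluorescence read kinetically at 0 and 10 min; buffer-only wells as negative control.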
JMJD2A Tudor = qHTS Assay for Inhibitors of JMJD2A-Tudor Domain; AlphaScreen JMJD2A-Tudor / H3K4me3 peptide binding; Potency, µM (highest dose often 114 µM), for inactives: at the highest dose activity change, negative = inhibition, usual class: inhibitors; 390,000 tested, 4.4% active; also: % is scaled to controls: 0 for no effect and ±100 for the full control effect; nearly all actives have a fitted effect of over 50% in size
APEX1 inh = qHTS Assay for Inhibitors of the Human Apurinic/apyrimidinic Endonuclease 1 (APE1); DNA repair nuclease/redox regulator APEX1 (Homo sapiens), P27695; recombinant APE1, TAMRA/BHQ-2 abasic DNA cleavage fluorescence; Potency, µM (series often up to 65.8 µM), for the others: top-dose activity change, negative = inhibition, most hits filed as inhibitors; 350,000 tested, 0.35% active; AID 2517, 2012;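 also: plate controls were vehicle for no effect and reference inhibitor for full effect; nearly all actives have a fitted effect of over 55% in size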
Target sequence (P27695 whole entry, looked up): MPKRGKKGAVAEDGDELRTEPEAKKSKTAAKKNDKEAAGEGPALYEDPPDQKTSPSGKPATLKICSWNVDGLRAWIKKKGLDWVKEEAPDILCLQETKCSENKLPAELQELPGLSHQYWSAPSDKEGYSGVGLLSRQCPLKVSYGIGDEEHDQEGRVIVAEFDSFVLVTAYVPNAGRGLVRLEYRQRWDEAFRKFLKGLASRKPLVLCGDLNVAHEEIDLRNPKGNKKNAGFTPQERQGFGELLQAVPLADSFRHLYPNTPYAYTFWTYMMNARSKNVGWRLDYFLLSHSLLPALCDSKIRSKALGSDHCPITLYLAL
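Activity was derived from the fluorescence gain between first and third kinetic reads (60 s intervals, ex 525/em 598 nm) after 50 nM THF-abasic TAMRA/BHQ-2 duplex was added to 0.75 nM APE1 preincubated 15 min with compound.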
POLK inh = qHTS for Inhibitors of Polymerase Kappa; Potency, µM (doses to about 107 µM), inactives show at the highest dose activity, negative = inhibition, most hits filed as inhibitors; DNA polymerase kappa (Homo sapiens), Q9UBT6; 400,000 tested, 0.53% active; purified Pol kappa, fluorescent DNA synthesis assay, 10 min; also: % is scaled to controls: 0 for no effect and ±100 for the full control effect
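Here, compound and 10 nM enzyme are combined for 15 min at room temperature; adding 50 nM substrate (final) starts DNA synthesis, tracked by fluorescence at 0 and 10 min against buffer-only wells.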
BLM helicase inh = qHTS Assay for Inhibitors of Bloom's syndrome helicase (BLM); RecQ-like DNA helicase BLM (Homo sapiens), P54132; recombinant BLM DNA unwinding, fluorescence dequenching; Potency, µM (titrated, usually from 56.1 µM), inactives show at the highest dose activity change, negative = inhibition, most hits filed as inhibitors; 350,000 tested, 0.2% active; AID 2528, 2010;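 also: plate controls were vehicle for no effect and no enzyme for full effect; nearly all actives have a fitted effect of over 35% in size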
Numbers without * were called inactive; [ ] = remark or other dose. Calls follow the shape of the dose curve; as a rule, active = well fitted curve in the direction sought with a large enough effect; inconclusive = small, poorly fitted or top-dose-only effect, or another doubt; inactive = no such curve, though single readings can be large; an effect the other way counts as inactive or inconclusive. Potency is read from the fitted curve at half-maximal effect.

How did CCOc1ccccc1NC(=O)CNC(=O)N1CC(=O)Nc2ccccc21 do in these assays?
POLH inh: -12%; BAZ2B inh: -14%; G9a inh: 41%[activator]; POLB inh: 10%; POLI inh: 5%; JMJD2A Tudor: -5%; APEX1 inh: 51%[activator]; POLK inh: 9%; BLM helicase inh: 2%

How did Cc1c(C)c2ccc(OC(C)C(=O)N3CC[C@@]4(O)CCCC[C@H]4C3)cc2oc1=O (stereo not given in full) do in these assays?
POLH inh: -14%; BAZ2B inh: inconclusive; G9a inh: 1%[12.7 µM]; POLB inh: 14%; POLI inh: 39%[activator]; JMJD2A Tudor: 0%; APEX1 inh: 34%; POLK inh: 5%; BLM helicase inh: 1%

Results for COc1ccc(OC)c(-c2csc(NC(=O)Cc3ccc(OC)c(OC)c3)n2)c1 ?
POLH inh: -25%; BAZ2B inh: inconclusive; G9a inh: 50µM*; POLB inh: 4%; POLI inh: -20%; JMJD2A Tudor: inconclusive; APEX1 inh: 5%; POLK inh: -6%; BLM helicase inh: -8%

Results for Cc1sc(NC(=O)c2ccccc2F)c(CN2CCCCC2)c1C ?
POLH inh: -23%; BAZ2B inh: -5%; G9a inh: 4%[59 µM]; POLB inh: 4%; POLI inh: 23%; JMJD2A Tudor: -24%; APEX1 inh: -1%; POLK inh: 3%; BLM helicase inh: 0%

How did Cc1cccc(N2CCN(C(=S)c3ccc4c(c3)OCO4)CC2)c1 do in these assays?
POLH inh: -17%; POLI inh: 4%; JMJD2A Tudor: inconclusive; POLK inh: -10%

What do the screens show for `c1ccc(-c2nnc(CN3CCN(C(c4ccccc4)c4ccccc4)CC3)o2)cc1`?
POLH inh: -15%; BAZ2B inh: inconclusive; G9a inh: inconclusive; POLB inh: -2%; POLI inh: inconclusive; JMJD2A Tudor: -34%; APEX1 inh: -8%; POLK inh: -19%; BLM helicase inh: -4%

How did C=CCn1c(NCc2ccco2)nc2ccccc21 do in these assays?
POLH inh: -7%; BAZ2B inh: -30%; G9a inh: -4%[59 µM]; POLB inh: 45%; POLI inh: 49%[activator]; JMJD2A Tudor: -4%; APEX1 inh: 0%; POLK inh: 6%; BLM helicase inh: -4%

Results for Cc1ccc(C)c(-n2cc(CNCCCn3cccn3)c(-c3ccccc3)n2)c1 ?
POLH inh: -13%; BAZ2B inh: inconclusive; G9a inh: -26%; POLB inh: -9%; POLI inh: -4%; JMJD2A Tudor: -16%; APEX1 inh: 5%; POLK inh: 2%; BLM helicase inh: -5%

How did CC(c1ccc(F)cc1)n1c(Cn2ncc3ccccc3c2=O)n[nH]c1=S (stereo not given) do in these assays?
POLH inh: -17%; BAZ2B inh: 1%; G9a inh: 48%; POLB inh: inconclusive; POLI inh: 135%[activator]; JMJD2A Tudor: 13µM*; APEX1 inh: 1%; POLK inh: -17%; BLM helicase inh: -4%

How did COc1ccccc1CC1CC(=O)N(c2ccccc2)C1=O (stereo not given) do in these assays?
POLH inh: -4%; BAZ2B inh: 6%; POLB inh: 14%; POLI inh: -1%; JMJD2A Tudor: -4%; APEX1 inh: 7%; POLK inh: 10%; BLM helicase inh: 0%

Entries shown so far containing a halogen, in the order listed:
Results for Cc1sc(NC(=O)c2ccccc2F)c(CN2CCCCC2)c1C ?
POLH inh: -23%; BAZ2B inh: -5%; G9a inh: 4%[59 µM]; POLB inh: 4%; POLI inh: 23%; JMJD2A Tudor: -24%; APEX1 inh: -1%; POLK inh: 3%; BLM helicase inh: 0%

How did CC(c1ccc(F)cc1)n1c(Cn2ncc3ccccc3c2=O)n[nH]c1=S (stereo not given) do in these assays?
POLH inh: -17%; BAZ2B inh: 1%; G9a inh: 48%; POLB inh: inconclusive; POLI inh: 135%[activator]; JMJD2A Tudor: 13µM*; APEX1 inh: 1%; POLK inh: -17%; BLM helicase inh: -4%

Back to the main list, repeating the 2 entries before the break.
How did CC(c1ccc(F)cc1)n1c(Cn2ncc3ccccc3c2=O)n[nH]c1=S (stereo not given) do in these assays?
POLH inh: -17%; BAZ2B inh: 1%; G9a inh: 48%; POLB inh: inconclusive; POLI inh: 135%[activator]; JMJD2A Tudor: 13µM*; APEX1 inh: 1%; POLK inh: -17%; BLM helicase inh: -4%

How did COc1ccccc1CC1CC(=O)N(c2ccccc2)C1=O (stereo not given) do in these assays?
POLH inh: -4%; BAZ2B inh: 6%; POLB inh: 14%; POLI inh: -1%; JMJD2A Tudor: -4%; APEX1 inh: 7%; POLK inh: 10%; BLM helicase inh: 0%

How did Cc1nnc(SC(C)C(=O)Nc2ccc(Cl)cn2)n1Cc1ccccc1 (stereo not given) do in these assays?
POLH inh: -6%; BAZ2B inh: 9%; G9a inh: 5%; POLB inh: 1%; POLI inh: 19%; JMJD2A Tudor: -6%; APEX1 inh: 1%; POLK inh: 4%; BLM helicase inh: 2%

Results for CCOC(=O)Cc1csc(NC(=O)CSc2nnc(-c3ccc(OC)cc3)n2C)n1 ?
POLH inh: -7%; BAZ2B inh: 7%; G9a inh: 9%; POLB inh: -14%; POLI inh: 12%; JMJD2A Tudor: -10%; APEX1 inh: 2%; POLK inh: -8%; BLM helicase inh: -3%

What do the screens show for `Cn1c(=O)c(=O)n(C)c2cc([N+](=O)[O-])c([N+](=O)[O-])cc21`?
POLH inh: -4%; BAZ2B inh: -13%; G9a inh: inconclusive; POLB inh: 1%; POLI inh: 105%[activator]; JMJD2A Tudor: -12%; APEX1 inh: -3%; POLK inh: -2%; BLM helicase inh: -3%

Results for O=c1cc(N2CCN(c3ccccc3)CC2)[nH]c(=O)n1Cc1ccc(F)cc1 ?
POLH inh: -3%; BAZ2B inh: 2%; G9a inh: 4%; POLB inh: 7%; POLI inh: -30%; JMJD2A Tudor: -16%; APEX1 inh: -1%; POLK inh: 3%; BLM helicase inh: -3%

What do the screens show for `CC(=O)Nc1ccc(-c2nc3c(C)cccc3[nH]2)cc1`?
POLH inh: 2%; BAZ2B inh: 9%; G9a inh: -14%[12.7 µM]; POLB inh: -21%; POLI inh: 11%; JMJD2A Tudor: -30%; APEX1 inh: -1%; POLK inh: -12%; BLM helicase inh: 1%

What do the screens show for `COC(=O)c1cc(OC)c(OC)cc1NC(=S)Nc1cccc(Cl)c1`?
POLH inh: 4%; BAZ2B inh: -7%; G9a inh: 8%; POLB inh: 2%; POLI inh: inconclusive; JMJD2A Tudor: 2%; APEX1 inh: -8%; POLK inh: -3%; BLM helicase inh: -1%

How did O=C(N/N=C\c1cccs1)c1ccccc1-n1cccc1 do in these assays?
POLH inh: -1%; BAZ2B inh: inconclusive; G9a inh: -3%; POLB inh: 2%; POLI inh: 86%[activator]; JMJD2A Tudor: -14%[57.1 µM]; APEX1 inh: -5%; POLK inh: -6%; BLM helicase inh: -4%

Results for COc1ccc(OC)c(NC(=O)CNC(=O)c2cccs2)c1 ?
POLH inh: -7%; BAZ2B inh: 2%; G9a inh: -10%; POLB inh: 5%; POLI inh: -2%; JMJD2A Tudor: 2%; APEX1 inh: -1%; POLK inh: -14%; BLM helicase inh: -2%

Results for O=C1C2ON(c3ccccc3)C(c3ccccc3F)C2C(=O)N1c1ccccc1 (stereo not given) ?
POLH inh: -18%; BAZ2B inh: 8%; G9a inh: 8%[59 µM]; POLB inh: 18%; POLI inh: -1%; JMJD2A Tudor: -6%; APEX1 inh: 8%; POLK inh: -2%; BLM helicase inh: -3%

How did Cc1ccc(C)c(Cn2nc(C)n3c(cc4cc(C)ccc43)c2=O)c1 do in these assays?
POLH inh: -17%; BAZ2B inh: -1%; G9a inh: -2%[59 µM]; POLB inh: 15%; POLI inh: -1%; JMJD2A Tudor: -2%; POLK inh: -36%; BLM helicase inh: -4%

What do the screens show for `O=C(O)/C=C\c1cccc(-n2cnnn2)c1`?
POLH inh: -4%; BAZ2B inh: 2%; G9a inh: -7%[59 µM]; POLB inh: 6%; POLI inh: 28%; JMJD2A Tudor: -3%; APEX1 inh: 2%; POLK inh: -1%; BLM helicase inh: -3%

Results for CC1CCC(NC(=O)c2cc3ccccc3cc2O)CC1 (stereo not given) ?
POLH inh: -8%; BAZ2B inh: 7%; G9a inh: 25%[12.7 µM]; POLI inh: 1%; JMJD2A Tudor: -16%; APEX1 inh: 6%; POLK inh: -6%

What do the screens show for `N/C(=N\OC(=O)Nc1cccc(C(F)(F)F)c1)c1ccno1`?
POLH inh: 23%; BAZ2B inh: 1%; G9a inh: 8%; POLB inh: 2%; POLI inh: 28%; JMJD2A Tudor: -14%; APEX1 inh: -3%; POLK inh: 8%; BLM helicase inh: -1%

Results for CN(C)C(CNC(=O)CN1C(=O)NC2(CCCC2)C1=O)c1ccccc1 (stereo not given) ?
POLH inh: -8%; BAZ2B inh: 15%; G9a inh: 0%[2.33 µM]; POLI inh: -11%; JMJD2A Tudor: -3%; APEX1 inh: -5%; POLK inh: -4%

What do the screens show for `Cc1ccc(C(=O)N2CCN(C)CC2)cc1[N+](=O)[O-]`?
POLH inh: -6%; BAZ2B inh: -3%; G9a inh: 16%; POLB inh: 0%; POLI inh: 3%; JMJD2A Tudor: 9%; APEX1 inh: 19%; POLK inh: 3%; BLM helicase inh: -2%

What do the screens show for `O=C(NCCc1c[nH]c2ccccc12)OCCCCOC(=O)NCCc1c[nH]c2ccccc12`?
POLH inh: -10%; BAZ2B inh: inconclusive; G9a inh: 8%[2.33 µM]; POLI inh: 17%; JMJD2A Tudor: inconclusive; APEX1 inh: 50%[activator]; POLK inh: 8%

How did c1ccc2c(c1)[nH]c1nc(SCCN3CCOCC3)nnc12 do in these assays?
POLH inh: 4%; BAZ2B inh: 6%; G9a inh: 3.5µM*; POLB inh: 1%; POLI inh: 1%; JMJD2A Tudor: 79µM*; APEX1 inh: -3%; POLK inh: -10%; BLM helicase inh: 5%

Results for CCc1nccn1CCC(=O)N1CCCC(N2CCN(c3ccccc3C)CC2)C1 (stereo not given) ?
POLH inh: 0%; BAZ2B inh: -5%; POLB inh: 25%; POLI inh: 9%; JMJD2A Tudor: -21%; APEX1 inh: -1%; POLK inh: -18%; BLM helicase inh: 1%

High-throughput results from PubChem BioAssay.

The list is partial; the hit share may differ from the screen's.
